Screens as filed in PubChem BioAssay.
CHRM5 antagonist: human M5 muscarinic receptor antagonists, primary screen, CHO cells, Fluo-8 calcium fluorescence. Muscarinic acetylcholine receptor M5 (Homo sapiens), P08912. 0.59% of 360,000 active. CHO-hM5 cells, ACh EC80. inhibition, % at 3 µM. AID 624040, 2012;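 active = inhibition above a per-plate cutoff, the mean of that plate's test compounds plus 3 SD, cut at about 27% in these data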;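 note: 0% = acetylcholine EC80 with DMSO and 100% = DMSO without agonist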
Target sequence (P08912 whole entry, looked up): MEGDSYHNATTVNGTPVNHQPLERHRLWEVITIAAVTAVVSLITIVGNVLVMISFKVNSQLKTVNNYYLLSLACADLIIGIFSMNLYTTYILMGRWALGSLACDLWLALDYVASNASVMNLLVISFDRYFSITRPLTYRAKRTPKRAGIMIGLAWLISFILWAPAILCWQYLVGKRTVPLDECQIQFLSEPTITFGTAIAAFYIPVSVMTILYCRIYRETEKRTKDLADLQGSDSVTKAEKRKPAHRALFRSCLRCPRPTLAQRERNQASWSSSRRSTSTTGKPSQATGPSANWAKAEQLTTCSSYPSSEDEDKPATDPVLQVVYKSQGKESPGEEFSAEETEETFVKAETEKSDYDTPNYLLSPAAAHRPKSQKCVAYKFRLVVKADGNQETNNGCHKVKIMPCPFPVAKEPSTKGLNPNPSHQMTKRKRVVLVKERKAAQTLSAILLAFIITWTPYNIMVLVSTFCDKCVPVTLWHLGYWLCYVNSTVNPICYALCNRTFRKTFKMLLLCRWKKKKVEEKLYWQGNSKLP
CHRM1 PAM: human M1 muscarinic receptor positive allosteric modulators, primary screen, CHO-K1 cells, Fluo-8 calcium fluorescence, 1536-well | Muscarinic acetylcholine receptor M1 (Homo sapiens), P11229 | CHO-K1 hM1, ACh EC20; 0% = ACh EC20, 100% = maximal ACh | activation, % at 3 µM | 0.088% of 360,000 active | AID 588819, 2011; in the data active = activation above about 19%, passing the limit was not always enough
M4 antag: human M4 muscarinic receptor antagonists, primary screen, CHO cells, Fluo-8 calcium fluorescence; Muscarinic acetylcholine receptor M4 (Homo sapiens), P08173; CHO-hM4 cells, ACh EC80; inhibition, % at 3 µM; 0.73% of 360,000 active;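 active = inhibition above its plate's cutoff, the mean inhibition of sample wells plus 3 SD, cut at about 27% in these data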;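 note: 0% = acetylcholine EC80 with DMSO and 100% = DMSO without agonist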
M4 ag: human M4 muscarinic receptor agonists, primary screen, CHO-K1 cells, Fluo-8 calcium fluorescence; 0.14% of 360,000 active; activation, % at 3 µM; CHO-K1 hM4/Gqi5; vehicle 0%, full acetylcholine response 100%; Muscarinic acetylcholine receptor M4 (Homo sapiens), P08173;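 active = activation above the run mean over all test wells plus 3 SD, cut at about 32% in these data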;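 note: peak over basal fluorescence ratio per well then scaled between controls; 0% = DMSO wells and 100% = acetylcholine at EC100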
M1 ag: human M1 muscarinic receptor agonists, primary screen, Fluo-8 calcium fluorescence, CHO-K1 cells, HTS; CHO-K1 hM1, agonist mode; 0% DMSO, 100% acetylcholine EC100; 0.33% of 360,000 active; Muscarinic acetylcholine receptor M1 (Homo sapiens), P11229; AID 588814, 2011; activation, % at 3 µM;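 active = activation above the run's mean compound activation plus 3 SD, cut at about 16% in these data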;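 note: peak over basal fluorescence ratio within a 140 s kinetic read after compound addition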
CHRM5 agonist: human M5 muscarinic receptor agonists, primary screen, CHO-K1 cells, Fluo-8 calcium fluorescence; AID 624037, 2012; 0.19% of 360,000 active; Muscarinic acetylcholine receptor M5 (Homo sapiens), P08912; CHO-K1 hM5 cells; 0% DMSO wells, 100% maximal acetylcholine response; activation, % at 3 µM;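 active = activation above the run's mean over test compounds plus 3 SD, cut at about 23% in these data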;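 note: signal is peak over basal fluorescence ratio across the kinetic read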
TAAR1 agonist: human TAAR1 agonists, primary screen, Fluo-8 calcium fluorescence, CHO RD-HGA16 cells | vehicle wells 0%, saturating PEA agonist 100% | activation, % at 3 µM | 0.99% of 360,000 active | AID 624467, 2012;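 active = activation above the mean activation of all test compounds in the run plus 3 SD, cut at about 38% in these data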
Target sequence (Q96RJ0 whole entry, looked up): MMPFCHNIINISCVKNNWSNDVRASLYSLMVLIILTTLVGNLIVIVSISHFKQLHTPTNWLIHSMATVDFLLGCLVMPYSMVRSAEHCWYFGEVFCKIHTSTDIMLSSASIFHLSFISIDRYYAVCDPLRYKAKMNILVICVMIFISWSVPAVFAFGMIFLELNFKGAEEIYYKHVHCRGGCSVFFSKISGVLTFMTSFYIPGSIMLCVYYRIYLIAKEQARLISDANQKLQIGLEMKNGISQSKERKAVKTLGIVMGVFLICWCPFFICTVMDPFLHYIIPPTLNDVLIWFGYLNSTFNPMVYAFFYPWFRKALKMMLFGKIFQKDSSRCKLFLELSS
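System: CHO-derived RD-HGA16 cells with stable Gα16 and human TAAR1. Times: 17-24 h plating, Fluo-8 75 min 37 °C, 30 min RT. Measured by: calcium-sensitive Fluo-8 signal, excitation 470-495, emission 515-575 nm. Read-out basis: % activation relative to PEA EC100 response. Control set: DMSO and PEA EC100. Repeats: no replicates (n 1).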
CHRM1 antagonist: human M1 muscarinic receptor antagonists, primary screen, CHO-K1 cells, Fluo-8 calcium fluorescence, 1536-well | Muscarinic acetylcholine receptor M1 (Homo sapiens), P11229 | CHO-K1 hM1, ACh EC80 antagonist | inhibition, % at 3 µM | 1.3% of 360,000 active | AID 588852, 2011;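 active = percent inhibition above its own plate's cutoff, namely the mean of that plate's compound wells plus 3 SD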;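 note: peak over basal fluorescence ratio during 140 s after agonist addition; 0% = ACh EC80 plus DMSO and 100% = DMSO alone without agonist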
CHRM5 PAM: human M5 muscarinic receptor positive allosteric modulators, primary screen, CHO-K1 cells, Fluo-8 calcium fluorescence; Muscarinic acetylcholine receptor M5 (Homo sapiens), P08912; CHO-K1 hM5, ACh EC20 PAM; 0% = ACh EC20, 100% = ACh EC100; activation, % at 3 µM; 0.3% of 360,000 active;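 active = activation above the run cutoff, the mean activation of all test compounds plus 3 SD, cut at about 18% in these data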
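system = human M5 receptor in CHO-K1 cells | compound = one concentration, 3 µM final (nominal) | schedule = Post-acetylcholine fluorescence recording 140 s | signal = Fluo-8 calcium dye fluorescence, kinetic read | benchmarks = low control EC20 acetylcholine (0%), high control EC100 acetylcholine (100%) | repeats = singlicate, one well per test compound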
* = called active by the depositor. A portion of the library, so the mix of outcomes need not match the whole.

SMILES	CHRM5 antagonist	CHRM1 PAM	M4 antag	M4 ag	M1 ag	CHRM5 agonist	TAAR1 agonist	CHRM1 antagonist	CHRM5 PAM
COc1cc(/C=N\NC(=O)c2ccc(C)nc2)ccc1OC(=O)c1ccc2c(c1)OCO2	9.4	0.9	-4.1	2.5	-1.8	-1.9	1.8	-7.8	-5.8
Cn1c(N=Nc2ccc(N3CCOCC3)cc2)[n+](C)c2ccccc21	-0.9	2.0	2.1	-0.5	-8.9	2.6	-0.1	1.1	1.8
Cc1ccc(S(=O)(=O)N2CCC(C(=O)NCCCN3CCCCCC3)CC2)cc1	-4.7	-12.9	14.0	-0.1	-8.2	-6.8	0.0	10.2	0.6
COc1ccc(-c2[nH]n(-c3ccc([N+](=O)[O-])cc3)c(=O)c2C=NCc2ccc(F)cc2)cc1	11.3	-2.4	11.5	0.2	-5.0	-1.6	1.3	8.8	-4.6
COc1ccc(S(=O)(=O)N(CCc2ccccc2)CC(=O)N/N=C/c2ccc3c(c2)OCO3)cc1	-3.2	3.5	5.2	-0.8	-3.0	-2.6	2.6	-3.1	-2.2
Cc1cccc(C)c1OCc1nc2ccccc2[nH]1	-7.0	5.4	-4.1	0.9	-3.1	-0.6	5.3	-6.3	10.8
CCc1cccc(C)c1NC(=O)CCCC(=O)O	11.7	7.7	0.0	0.7	1.8	0.0	3.6	-2.9	6.5
Cc1nonc1C1CCCN1Cc1cn[nH]c1-c1ccc(-c2ccccc2)cc1 (centres undefined)	13.2	5.9	-1.1	2.6	-2.6	-0.8	-1.0	-5.7	-5.6
CC(C(=O)Nc1ccccn1)N1C(=O)C2C3C=CC(C3)C2C1=O (centres undefined)	-8.1	8.9	-3.6	-0.3	-2.0	-1.4	6.7	-3.0	4.4
CC(C)CNC(=O)c1ccccc1N(Cc1ccccc1)S(C)(=O)=O	18.0	5.8	5.4	0.8	-1.3	-1.4	-0.1	-6.2	-3.0
COc1ccc(OC)c(S(=O)(=O)Nc2c(C)nn(C)c2C)c1	-15.4	4.4	9.6	-0.2	-2.9	2.0	1.0	-4.4	18.8*
CCCC(=O)N1CCC1(C)C(=O)Nc1ccc2c(c1)OCCO2 (centres undefined)	-3.0	20.5	-13.3	0.9	9.2	-0.1	5.2	-11.8	6.3
CCOc1ccccc1CNC(=O)CCN1C(=O)COc2ccccc21	4.5	14.7	2.8	1.2	-5.8	-1.1	15.4	-17.9	0.0
O=C(COc1ccc(Cl)cc1Cl)Nn1c(=S)[nH]c2ncccc2c1=O	-4.9	5.3	6.3	0.0	-4.7	-0.9	6.9	7.2	5.7
CO[C@H]1O[C@H](CBr)[C@@H](OC(=O)c2ccccc2)[C@H](O)[C@H]1O	1.4	2.4	4.1	1.3	-1.6	1.0	1.1	1.0	6.0
COc1ccc(NC(=O)C(c2ccc(OC)cc2)N(C)C(=O)Cc2cccs2)cc1 (centres undefined)	-0.5	0.8	-0.4	4.4	-3.5	0.1	0.9	-7.0	1.3
Cc1[nH]c(C)c(S(=O)(=O)N2CCC(C)CC2)c1C(=O)N1CCCC1	6.3	6.8	-5.0	0.7	-1.6	-4.7	2.3	1.2	0.0
O=C(CSc1nnc(CNC(=O)c2ccc(F)cc2)o1)Nc1nccs1	-3.8	11.9	-5.1	1.9	2.3	2.7	2.1	-11.1	2.1
CSc1ccc(NC(=O)C2(C)CCN2C(=O)c2sccc2C)cc1 (centres undefined)	-1.0	11.6	-11.1	4.4	-4.1	-1.8	1.2	-19.4	2.8
COc1cccc(C(=O)NC2CCCN(C3Cc4ccccc4C3)C2)c1OC (centres undefined)	-5.5	1.4	-18.4	2.4	-5.2	-6.0	8.3	-6.0	7.2
FC(F)(F)c1nnc2ccc(N3CCCCC3)nn12	2.7	5.7	-0.8	1.0	-6.0	1.3	-1.4	-14.2	11.2
O=C(NCC1CCCCC1)c1cc(-c2cc(F)ccc2OCC2CCCO2)n[nH]1 (centres undefined)	-0.7	-0.7	-15.2	4.1	-6.4	-1.6	-0.6	-2.5	-7.1
S=C(Nc1ccccn1)NC1CCCCC1	2.5	2.4	6.6	-1.1	-4.8	-1.2	2.5	1.5	2.1
Cc1ccc2cc(CN(Cc3ccco3)C(=O)NC3CCCCC3)c(=O)[nH]c2c1C	-6.8	-8.8	-6.3	11.8	-9.0	-3.8	5.5	-5.7	-3.7
Cc1noc2ncnc(Oc3ccc4ccccc4c3)c12	11.1	1.8	13.7	-0.5	-4.5	-3.9	3.2	-3.0	-3.1
COc1cc(OC)c2cc(C(=O)N/N=C/c3cccc(OC)c3O)[nH]c2c1	-3.3	1.3	-1.9	3.0	1.6	4.4	15.8	-32.5	-0.9
CCOC(=O)c1[nH]c(C)c(C(=O)NCCN2CCOCC2)c1C	6.8	3.6	-6.6	0.7	-3.4	-1.2	1.8	-7.1	-6.1
COc1cc(C)ccc1OCC(=O)OCC(=O)NCC1CCCCC1	10.4	-0.2	-5.2	0.3	-2.7	0.7	0.4	6.1	1.4
Cc1cc(NC(=O)CCC(=O)N(CC(=O)NCC2CCCO2)c2ccc(Cl)c(Cl)c2)no1 (centres undefined)	8.2	19.9	3.8	1.3	-5.2	-4.4	-1.1	-19.9	2.0
CCn1c(COc2ccc3c(c2)OCO3)nnc1SCC(=O)c1ccccc1	2.7	0.1	-2.5	1.1	-3.2	0.3	1.3	2.7	-4.1
CCCCCC(=O)Nc1ccc(-c2nnc3n2CCCCC3)cc1	1.5	6.5	1.1	1.0	-4.5	-0.1	-0.3	-11.4	1.6
CC(=O)Nc1ccc(NC(=O)C2CC(=O)N(c3cccc(C)c3C)C2)cc1 (centres undefined)	2.4	4.9	-2.0	1.2	-4.4	-0.8	3.7	-13.7	-0.5
COc1ccc(NC(=O)NC(C)c2ccc3c(c2)OCO3)c(OC)c1 (centres undefined)	-10.3	9.7	-6.0	1.2	-6.2	-2.2	2.1	-19.6	14.8
Cc1cccc(OCCCC(=O)Nc2ccc(S(=O)(=O)Nc3onc(C)c3C)cc2)c1	-0.8	8.1	-1.8	0.6	-1.9	-2.3	3.6	-12.3	2.8
COC(=O)c1ccc(N(CC(=O)NC2CCCCC2)C(=O)CNC(=O)c2ccco2)cc1	9.3	8.9	5.7	-0.5	-4.0	-1.9	1.6	-4.3	1.2
Cn1cccc1CC(=O)NNC(=O)Nc1ccc(Cl)cc1	0.9	11.9	1.5	1.8	-4.8	0.8	4.0	-6.8	-1.1
CC1CCN(C(=O)C2CCN(c3nnc(-n4cccc4)s3)CC2)CC1	5.9	-9.8	5.2	2.3	-5.3	-7.5	-0.9	9.3	-6.0
CCCN1CCN(CCCNC(=O)CN2C(=O)COc3ccccc32)CC1	-4.2	10.9	-3.8	4.1	-6.3	-3.8	5.0	-28.1	0.1
Cc1ccc2nc(SCC(=O)NC3CCCc4ccccc43)[nH]c2c1 (centres undefined)	-2.3	-7.7	-10.4	6.5	-5.6	-0.4	-0.7	3.7	-3.6
CCOC(=O)CSc1nnc(CNc2ccc(F)cc2)o1	7.3	3.9	-7.8	0.6	-1.3	0.1	-1.3	-9.8	-10.4

In the list so far, these have two or more sulfur atoms:
SMILES	CHRM5 antagonist	CHRM1 PAM	M4 antag	M4 ag	M1 ag	CHRM5 agonist	TAAR1 agonist	CHRM1 antagonist	CHRM5 PAM
O=C(CSc1nnc(CNC(=O)c2ccc(F)cc2)o1)Nc1nccs1	-3.8	11.9	-5.1	1.9	2.3	2.7	2.1	-11.1	2.1
CSc1ccc(NC(=O)C2(C)CCN2C(=O)c2sccc2C)cc1 (centres undefined)	-1.0	11.6	-11.1	4.4	-4.1	-1.8	1.2	-19.4	2.8

The list goes on:
SMILES	CHRM5 antagonist	CHRM1 PAM	M4 antag	M4 ag	M1 ag	CHRM5 agonist	TAAR1 agonist	CHRM1 antagonist	CHRM5 PAM
CC1=CCC(C(=O)O)C(C(=O)Nc2nc3ccc(S(C)(=O)=O)cc3s2)C1 (centres undefined)	-3.3	10.9	5.8	1.1	-2.9	1.4	2.5	-1.5	9.2
OC(COc1ccc(CNCCc2ccc(C(F)(F)F)cc2)cc1)CN1CCCCC1 (centres undefined)	5.1	-38.2	26.4	2.0	-15.1	-11.0	2.1	29.6	-7.8
CCc1ccccc1N(CC(=O)NCc1ccc(OC)cc1)C(=O)CCC(=O)Nc1ccccn1	20.0	-0.4	2.2	4.6	-3.9	-2.9	8.2	-5.5	-5.7
CCc1ccc(NC(=O)Nc2cccc(OC)c2)cc1	6.8	-1.7	-4.1	8.4	-3.5	1.1	3.8	3.5	-11.7
COC(=O)Cc1ccc(NC(=S)NNC(=O)C2CC2)cc1	6.9	-5.6	9.4	-0.2	-2.7	-0.9	1.2	18.4	1.1
COC(=O)[C@@H](Cc1ccccc1)NC(=O)Cn1cc(C)c(=O)[nH]c1=O	-3.6	5.4	-14.4	0.4	-0.7	1.6	0.3	-12.7	-1.9
COc1cccc2sc(=NC(=O)CCS(=O)(=O)c3ccc(C)cc3)n(C)c12	-0.9	2.4	1.1	0.9	-1.8	4.2	2.9	-0.9	-1.7
COc1cccc(/C=C(\C(=O)O)c2ccccc2)c1	-10.1	11.0	-2.9	0.9	-5.9	-1.8	6.9	-4.4	0.9
CCOc1cc(/C=N/O)ccc1OS(=O)(=O)c1ccc(C)cc1	2.0	-7.4	-0.8	1.6	-6.5	-12.9	-1.5	12.3	-25.5
C=CCSc1nnc(Cn2c(=O)sc3ccccc32)n1C	-3.5	2.8	-2.8	0.2	-1.0	3.3	1.2	-8.5	-0.6
COc1ccc(NC(=S)NN2CCN(C)CC2)cc1	-8.4	-0.4	-8.8	0.1	-1.9	-3.2	10.6	-1.2	0.9
CN(C)CCCN(C(=O)COc1ccccc1)c1nc2c(F)cccc2s1	-7.8	-0.2	0.4	7.1	-1.6	-13.9	6.8	-0.1	8.1
O=C(CCCNS(=O)(=O)c1cccc2nsnc12)NCc1ccc(Cl)cc1	7.0	1.3	-0.5	5.0	-1.9	-11.3	4.4	3.1	-2.0
COc1cccc(NC(=O)N(CCCN2CCOCC2)C(C)c2cc3cccc(OC)c3o2)c1 (centres undefined)	-4.7	5.4	0.4	1.0	-4.7	-5.9	-1.5	7.0	6.7
Cc1ccc(NC(=O)C[n+]2ccccc2)cc1[N+](=O)[O-]	-0.1	-1.0	3.1	0.4	-4.4	-2.3	7.3	10.2	-3.5
